# Compound activity from PubChem.
# Vc quorum ag: induces V. cholerae light production without autoinducers; AID 588436; V. cholerae BH1578 lux reporter, luminescence, 6 h; hit rate 0.16% among 350,000; activation, % at 18.7 µM; in the data active = activation mostly above about 9.7%, no sharp cut-off; also: not every result past the cut was called active; inactives centre near 0; reference of the scale not given here
# Yp Topo-I inh: inhibitors of Yersinia pestis topoisomerase I; Y. pestis Topo-I cleavage product accumulation, plate reader; activity, % at 10 µM; hit rate 0.064% among 360,000; AID 504884; in the data active = activity above about 50%, passing the limit was not always enough; also: inactives centre near 2
# Rv3671c inh: inhibitors of M. tuberculosis serine protease Rv3671c | inhibition, % at 5.96 µM | hit rate 0.048% among 320,000 | AID 2606; in the data active = inhibition above about 38%;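 also: extracellular domain of Rv3671c used as enzyme; 0% = enzyme with DMSO and 100% = no enzyme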
# Target sequence (P9WHR9 whole entry, looked up, the tested form may be a part): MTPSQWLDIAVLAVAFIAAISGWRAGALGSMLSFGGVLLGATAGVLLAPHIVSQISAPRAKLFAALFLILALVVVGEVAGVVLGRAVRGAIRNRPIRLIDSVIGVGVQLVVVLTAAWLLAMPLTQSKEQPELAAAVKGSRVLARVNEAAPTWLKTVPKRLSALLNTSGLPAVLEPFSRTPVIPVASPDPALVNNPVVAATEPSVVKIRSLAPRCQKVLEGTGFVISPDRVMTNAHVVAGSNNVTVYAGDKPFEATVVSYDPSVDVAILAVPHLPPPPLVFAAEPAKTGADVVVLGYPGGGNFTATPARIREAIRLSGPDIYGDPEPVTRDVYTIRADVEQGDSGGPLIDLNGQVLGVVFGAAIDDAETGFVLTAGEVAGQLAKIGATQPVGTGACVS
# PfHsp40 yeast: restores yeast growth despite PfHsp40 toxicity; S. cerevisiae expressing PfHsp40, growth rescue, ATP luminescence; growth rescue, % at 12.5 µM; hit rate 0.68% among 340,000; AID 504582; in the data active = growth rescue above about 28%, passing the limit was not always enough;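 also: yeast W303a lacking pdr1 and pdr3 grown in galactose medium; growth measured after three days at 30 °C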
# MazF activator: MazEF (E. coli) toxin RNase activation; FAM/BHQ RNA-DNA oligo cleavage fluorescence, 5 h; activation, % at 20 µM; AID 504720; P0AE70; hit rate 0.32% among 350,000; in the data active = activation above about 50%
# Target sequence (P0AE70 whole entry, looked up): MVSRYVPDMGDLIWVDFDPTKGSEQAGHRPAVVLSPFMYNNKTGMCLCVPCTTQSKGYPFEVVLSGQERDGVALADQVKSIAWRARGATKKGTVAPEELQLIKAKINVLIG
# Anthrax LF prot: inhibitors of Bacillus anthracis lethal factor protease. P15917. multiplex microsphere protease cleavage assay, LF. inhibition, % at 10 µM. hit rate 0.12% among 360,000; in the data active = inhibition above about 30%; also: plate controls were buffer without enzyme for full effect and enzyme alone for no effect
# SSB-PriA inh: K. pneumoniae PriA-SSBct interaction inhibition; hit rate 0.6% among 430,000; AlphaScreen SSBct-PriA binding, biotinylated peptide; inhibition, % at 33 µM; AID 1272365; in the data active = inhibition mostly above about 37%, no sharp cut-off; inactive = mostly below about 20%;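 also: plate controls were negative control peptide for no effect and reference peptide for full effect; strong numbers were not always called active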
# 3CLpro inhibitor: SARS-CoV 3CLpro protease inhibition; inhibition, % at 6 µM; AID 1706; P0C6X7; hit rate 0.14% among 290,000; recombinant SARS-CoV 3CLpro, quenched FRET peptide cleavage; in the data active = inhibition above about 12%
# VHR inh abs: inhibitors of human VHR1 phosphatase (DUSP3); hit rate 0.52% among 290,000; inhibition, % at 13.3 µM; recombinant VHR phosphatase, pNPP absorbance; P51452; in the data active = inhibition above about 50%; also: some compounds called inactive have numbers as strong as hits
# Target sequence (P51452 whole entry, looked up): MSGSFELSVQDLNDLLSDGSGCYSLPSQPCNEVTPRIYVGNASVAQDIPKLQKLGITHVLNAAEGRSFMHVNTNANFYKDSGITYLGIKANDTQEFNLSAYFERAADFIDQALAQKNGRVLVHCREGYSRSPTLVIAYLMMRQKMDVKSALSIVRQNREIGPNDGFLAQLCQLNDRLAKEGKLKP
# TcdB inh: blocks C. difficile toxin B glycohydrolase activity; P18177; TcdB glycohydrolase enzymatic assay, plate reader; inhibition, % at 9.99 µM; hit rate 0.24% among 350,000; AID 652162; in the data active = inhibition above about 10%
# * hit, by the source's call; i = inactive; x = no result given; & = joins results of further samples. An excerpt (hit frequency here may not be typical).
# Sequence of screens: Vc quorum ag	Yp Topo-I inh	Rv3671c inh	PfHsp40 yeast	MazF activator	Anthrax LF prot	SSB-PriA inh	3CLpro inhibitor	VHR inh abs	TcdB inh
Cc1ccc(N(Cc2ccccc2)C(=O)c2cccc(S(=O)(=O)N3CCOCC3)c2)cc1
  -0.1	-4	5	-0.9	2	3	-18	x	x	-0.8
Cc1ccc(C)c(NS(=O)(=O)c2ccc3c(c2)NC(=O)CCS3)c1
  -0.5	8	-1	-1.4	8	-2	8	1	-18	0.4
COc1ccc(COC(=O)c2nc3nc(C)cc(C)n3n2)cc1F
  -0.4	0	3	1.0	-2	1	2	0	-1	x
CCOC(=O)c1c(NC(=O)c2ccncc2)sc(C)c1C
  -0.4	0	2	1.5	-10	0	-10	0	36	1.3
Cc1nc2ccc([N+](=O)[O-])cc2c(=O)n1Cc1ccc(Br)cc1
  -0.7	-14	2	3.2	10	11	-3	4	30	0.9
O=C(c1ccccc1)N1CCN(c2ccc([N+](=O)[O-])c(NCC3CCCO3)c2)CC1 (centres undefined)
  i	2	8	0.8	8	0	9	2	22	-0.2
COc1ccccc1Cn1nc(C(=O)O)c2ccccc2c1=O
  -0.1	11	7	1.6	7	0	-9	2	-7	0.6
COC(=O)c1ccc(COc2ccc(/C=N/Nc3cccc(C(=O)O)c3)cc2)cc1
  -0.6	-5	-1	2.0	-12	-5	i	2	5	-3.9
CCN1CCN(c2nc3ccccc3n3cnnc23)CC1
  -0.3	-5	-13	-0.7	-11	-1	-9	3	-1	1.9
COc1cc(Cl)c(C)cc1NC(=O)CNC(=O)Cn1cnc2ccccc2c1=O
  -0.6	15	3	-0.1	7	-5	-2	0	12	x
CCC(C)NC(=O)CCn1ccc2cc(S(=O)(=O)N3CCCC3)ccc21 (centres undefined)
  -0.4	3	-7	0.1	4	0	-2	-5	18	-3.0
COc1cc2ccccc2cc1C(=O)OCC(=O)N(CC(C)C)c1c(N)n(Cc2ccccc2)c(=O)[nH]c1=O
  -0.6	71*	-1	1.2	-15	-3	-17	x	x	2.4
CC1Cc2cc(/C(O)=C3\C(=O)C(=O)N(CCN4CCOCC4)C3c3ccccc3F)ccc2O1 (centres undefined)
  -0.5	3	-8	-1.6	5	2	x	-1	37	x
O=C(COC(=O)[C@@H]1CC(O)CN1S(=O)(=O)c1ccccc1[N+](=O)[O-])c1ccccc1 (some centres undefined)
  -0.9	1	4	0.7	-15	-4	3	6	4	2.8
Cc1cc(C)c2cc(CN(Cc3ccc4c(c3)OCO4)Cc3nnnn3Cc3ccco3)c(=O)[nH]c2c1
  -0.5	-1	-14	0.6	-19	-6	1	8	-10	x
[O-]/[N+](=C/c1ccc(F)cc1)c1ccc(Cl)cc1
  -6.2	-4	0	-1.2	-1	-2	1	2	-18	x
Cc1cc(Cl)c2oc(C(=O)N3CCN(c4ccncc4)CC3)c(C)c2c1
  i	5	-1	-0.1	2	-1	-16	-5	10	0.5
COC(=O)c1c(C(=O)OC)n(CCCN)c2ccc(C)cc12
  i	7	-2	-0.5	8	-5	1	-3	21	x
CC(C)(C)NC(=O)C(c1ccc(O)cc1)N(Cc1ccco1)C(=O)Cn1nnc(-c2cccs2)n1 (centres undefined)
  -1.7	-8	-5	1.7	-6	-7	10	1	18	1.3
CNC(=O)c1c(NC(=O)C2=COCCO2)sc2c1CCN(C(=O)OC)C2
  i	2	1	0.9	5	-4	1&-5&-3	x	x	0.9
CCCn1c2ccccc2c2nc3ccccc3nc21
  -0.3	7	-5	5.1	-7	31*	-178	-5	12	x
O=C(COc1ccc(Br)cc1)N1CCc2ccccc2C1
  -0.4	21	4	0.0	-5	-7	-12	-1	3	2.1
N/C(=N\OC(=O)C(c1ccccc1)c1ccccc1)c1ccncc1
  i	16	6	-0.5	-10	-8	x	8	18	1.2
CC(=O)CSc1nnc(Cc2ccc3c(c2)OCO3)o1
  11	-1	-4	5.2	-5	-5	-13	3	13	x
CCCCC(c1nnnn1CC1CCCO1)N1CCN(c2cccc(C)c2C)CC1 (centres undefined)
  -0.2	27	-12	-0.2	-2	-4	-6	5	7	x
COc1ccc(CN2C(=O)[C@H]3Cc4c([nH]c5ccccc45)C(C)(C)N3C2=O)cc1
  i	-11	-5	9.8	7	-2	10	x	x	1.0
CC(=O)c1ccccc1OCCn1nc(C(=O)O)c2ccccc2c1=O
  i	16	0	-0.5	6	-5	-6	1	29	0.2
CCN(CC(=O)Nc1c(F)cccc1F)C(=O)c1cc(C)oc1C
  -0.4	6	-5	1.0	1	x	-2	x	x	0.9
CCOC(=O)c1sc2nc(C)nc(NCc3ccccc3OC)c2c1C
  -0.6	-1	-4	-0.9	3	6	-4	-1	3	1.1
COc1ccc(NC(=O)[C@H](CCS(C)(=O)=O)N2Cc3ccccc3C2=O)c(OC)c1
  -0.3	1	3	1.6	5	-10	-3	-4	12	-0.3
COc1ccc(C(=O)c2sc(Nc3ccccc3)nc2N)cc1OC
  i	-8	4	0.2	12	0	0	3	21	-1.0
O=C(COC(=O)C1(c2ccc(F)cc2)CCCC1)NC1CC1
  -0.2	8	1	-1.3	-1	1	-13	3	10	x
c1ccc(-c2noc(CC3CCCCC3)n2)cc1
  -0.3	-2	-7	-1.2	3	-2	-46	-2	11	2.6
COc1ccc(N=CC2=C(O)CC(C)(C)CC2=O)cc1OC
  -0.4	-1	0	-0.1	4	-3	2	-3	12	-1.4
COC(=O)[C@@H]1C[C@H]2CC[C@H](O)C[C@H]2N1Cc1ccc(C(C)(C)C)cc1
  -2.1	3	-3	0.0	-7	0	101*	x	19	-0.6
Cc1ccc(CC2C(=O)N(c3ccccc3)C(=O)C2C)cc1 (centres undefined)
  -0.3	1	4	-2.4	-2	-5	-21	2	17	0.4
CCn1c(=O)cc(SCC(=O)Nc2ccc3c(c2)OCCO3)c2ccccc21
  -0.4	31	-3	0.2	2	-4	4	5	3	x
CCc1cc2c(N[C@@H](Cc3c[nH]c4ccccc34)C(=O)O)ncnc2s1
  -0.3	2	10	1.1	16	0	-2	-6	-23	x
CCN(CC)C(=O)CSc1nnc(COc2ccccc2)n1N
  -0.1	-2	-1	0.4	-7	0	-7	-2	30	1.1
CCN1CCN(Cc2ccc(C(=O)Nc3ccc(C)c(NCc4cnc(NC(=O)OC)cn4)c3)cc2C(F)(F)F)CC1
  i	-10&-11	-4	0.4	18&10	-6&-6	9	-7	5	0.5&2.2
CC(=O)N1c2ccc(S(=O)(=O)N3CCC(C(=O)NCc4ccc(N(C)C)cc4)CC3)cc2CC1C (centres undefined)
  -0.4	21	-5	0.2	1	-3	-19	2	2	-0.9
CCOc1ccc(C(=O)N/N=C/c2ccc(-c3ccc(S(=O)(=O)Nc4ncccn4)cc3)o2)cc1
  -0.7	9	0	1.4	3	-1	x	1	-2	x
Cc1cc(C(=O)N/N=C/c2ccc(-c3ccc([N+](=O)[O-])cc3C)o2)n[nH]1
  -0.3	-4	14	1.5	75*	3	x	-2	11	-0.2
O=c1[nH]c(NNC(=S)NCc2ccccc2)nc2c1C1(CCCCC1)Cc1ccccc1-2
  -1.0	-4	-80	1.8	-11	-2	16	1	-2	1.3
COc1ccc(NC(=O)C2CC(=O)n3c(nc4ccccc43)N2)cc1 (centres undefined)
  0.3	2	-19	0.5	-13	0	-2	3	-3	0.7
CN1OC[C@@H]2CN[C@H](c3cccc(-c4ccc(C#N)cc4)c3)C[C@@H]21
  i	-10	x	0.5	-3	2	-1	x	x	1.0
CCCCC1(CC)COP(=O)(OCC(Cl)(Cl)Cl)OC1 (centres undefined)
  -5.6	13	x	2.6	0	-4	-15	x	x	1.0
Nc1ccc(-c2nc3ccccc3[nH]2)cc1
  -0.3	-3	-5	-0.8	6	-6	-8	1	-6	1.5
CCn1c(SCc2nc(-c3cccs3)no2)nnc1-c1c[nH]c2ccccc12
  x	2	-2	1.1	-2	1	-4	0	9	x
Brc1cccc(-c2nnc(SCc3nc4ccccc4[nH]3)o2)c1
  3.6	1	-10	-0.5	12	3	3	0	-2	x
CC(=O)Nc1ccc(N(C(=O)c2cnccn2)C(C(=O)NC2CCCCC2)c2ccc(F)cc2)cc1 (centres undefined)
  -0.6	-7	6	0.8	-29	-1	-16	-2	7	-0.7
Cc1nn(-c2ccccc2)c2sc(C(=O)OCn3nnc4ccccc4c3=O)cc12
  -0.6	8	1	-0.2	-12	-2	-8	1	46	5.8
CC(NC(=O)COC(=O)C1CC1C)c1ccccc1 (centres undefined)
  0.5	2	0	0.0	4	0	-7	x	x	0.4
CC(=O)Nc1ccc(C(=O)N2CCCC(c3cc(C(=O)NCc4ccccc4)no3)C2)cc1 (centres undefined)
  -0.4	12	x	x	x	-2	x	x	x	0.0
CCOC(=O)CN(C)Cc1cn[nH]c1-c1ccc2cc(OC)ccc2c1
  1.5	3	2	0.5	5	-1	1	3	71	1.3
O=C(NCCc1cccs1)C1CCC(=O)N(CCc2cccc(F)c2)C1 (centres undefined)
  -0.3	10	-3	0.6	8	8	1	-3	-9	-0.2
CSc1ncccc1C(=O)OCC(=O)c1cc(C)n(C)c1C
  i	16	-7	-0.3	9	-3	10	x	x	0.7
C=CCNC(=S)NNC(=O)C(CC(C)C)CC(C)O (centres undefined)
  0.2	-5	4	0.0	15	-3	-6	-6	16	0.4
CCOC(=O)C1C(=O)C=C(c2ccc(OC)cc2)CC1c1ccco1 (centres undefined)
  3.6	41	2	2.6	2	0	6	-2	32	x
Cc1ccc(/C=C2\SC(N)=NC2=O)s1
  -0.3	5	-8	0.4	-7	-1	x	-2	-5	0.3

# Carrying on:
# Sequence of screens: Vc quorum ag	Yp Topo-I inh	Rv3671c inh	PfHsp40 yeast	MazF activator	Anthrax LF prot	SSB-PriA inh	3CLpro inhibitor	VHR inh abs	TcdB inh
CCCN(C(=O)COC(=O)Cn1c(=O)oc2ccccc21)c1c(N)n(Cc2ccccc2)c(=O)[nH]c1=O
  -5.6	0	1	-0.1	0	-1	1	x	x	2.8
COc1ccc(CC(=O)Oc2cc(C)ccc2C)cc1
  i	8	10	1.9	-2	4	-4	2	58*	0.0
C/C(=N\Nc1ccc(C(=O)O)cc1)c1ccc(Cl)s1
  1.4	-6	2	0.0	-13	5	x	6	-25	0.8
CCOC(=O)/C(=C\c1ccc(OC(F)F)cc1)C1=Nn2c(nnc2-c2ccc(Cl)cc2)SC1
  -0.4	25	-34	0.0	-16	0	-16	-2	5	x
CC1CCN(C(=O)CSc2nnc3ccccn23)CC1
  1.7	-1	-4	0.0	-16	x	-6	x	x	0.2
O=C(CN1CCN(c2ccccn2)CC1)Nc1ccc(Br)cc1
  -1.9	0	-3	0.3	9	-2	-4	-1	38	0.3
Cc1noc(C)c1S(=O)(=O)N1CCC2(CC1)OCCO2
  i	-12	1	-1.3	3	0	0	1	23	x
CSCCC(NC(=O)c1ccccc1Cl)C(=O)NCC(c1ccc(F)cc1)N1CCOCC1 (centres undefined)
  -2.8	4	x	-0.8	3	5	-4	x	x	-0.2
COC(=O)c1ccc(N2CCN(S(=O)(=O)c3c(C)cc(C)cc3C)CC2)c([N+](=O)[O-])c1
  i	37	-13	1.3	0	-5	-1	6	0	x

# Compound profiles, as listed above. Values in the order: Vc quorum ag | Yp Topo-I inh | Rv3671c inh | PfHsp40 yeast | MazF activator | Anthrax LF prot | SSB-PriA inh | 3CLpro inhibitor | VHR inh abs | TcdB inh
# Entry for CC(NC(=O)COC(=O)C1CC1C)c1ccccc1 (centres undefined) : 0.5 | 2 | 0 | 0.0 | 4 | 0 | -7 | x | x | 0.4
# Entry for CC(C)(C)NC(=O)C(c1ccc(O)cc1)N(Cc1ccco1)C(=O)Cn1nnc(-c2cccs2)n1 (centres undefined) : -1.7 | -8 | -5 | 1.7 | -6 | -7 | 10 | 1 | 18 | 1.3
# Entry for Cc1ccc(CC2C(=O)N(c3ccccc3)C(=O)C2C)cc1 (centres undefined) : -0.3 | 1 | 4 | -2.4 | -2 | -5 | -21 | 2 | 17 | 0.4
# Entry for Cc1cc(Cl)c2oc(C(=O)N3CCN(c4ccncc4)CC3)c(C)c2c1 : i | 5 | -1 | -0.1 | 2 | -1 | -16 | -5 | 10 | 0.5
